# EBNA-1 inh: EBNA-1 DNA-binding inhibitors, primary screen, biochemical, fluorescence polarization; inhibition, % at 14.8 µM; 300,000 tested, 0.34% active; AID 1950, 2009; in the data active means inhibition above about 28%
# proCasp7 act: procaspase-7 activators, primary screen, counter-screen for procaspase-3 activator project, biochemical, absorbance, HTS, human; Caspase-7 (Homo sapiens), P55210; recombinant procaspase-7, Ac-DEVD-pNA absorbance 405 nm; D23A/D198A/D206A triple mutant, cannot self-cleave; scale: DMSO 0, 5 µM enzyme 100; activation, % at 8.5 µM; 330,000 tested, 0.093% active; AID 463210, 2010;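 active means percent activation above the screen-wide mean plus 3 SD, cut at about 25% in these data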
#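 Replicates: singlicate. Assay system: Procaspase-7 triple mutant (PC-7 D3A). Signal: 405 nm absorbance of p-nitroaniline. Times: 1 h preincubation, 2 h reaction. Buffer or medium: Zinc-free HEPES pH 7.4 with 300 mM NaCl, 0.01% Triton X-100. Also added: DEVD-pNA substrate. Benchmarks: DMSO wells as 0%, DMSO with 5 µM added PC-7 as 100%.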
# ZTA counter: blocks Epstein-Barr virus ZTA, an EBNA-1 counter-screen; ZTA-DNA binding, fluorescence polarization; AID 2234; P03206; inhibition, % at 11 µM; 320,000 tested, 0.15% active; in the data active means inhibition above about 33%
# MEP2-GFP yeast: modulators of MEP2-GFP levels in yeast, primary screen, S. cerevisiae, multiplex flow cytometry, MLPCN library; S. cerevisiae MEP2-GFP strain, 3 h; 100% = DMSO control level; AID 2016, 2009; GFP response vs DMSO, % at 10 µM; 330,000 tested, 0.51% active;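 active means GFP response versus DMSO above a set limit, roughly screen mean plus 3 SD, cut at about 180% in these data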;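 further: median GFP fluorescence of the barcode-gated MEP2-GFP cells per well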
# proCasp3 act: activators of human procaspase-3 D3A mutant, primary screen, biochemical, absorbance, PC-3 D3A mutant, single concentration; AID 463141, 2010; activation, % at 8.5 µM; recombinant procaspase-3 D3A, Ac-DEVD-pNA absorbance 405 nm; 330,000 tested, 0.11% active;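 active means activation above the mean of all tested compounds plus 3 SD, cut at about 21% in these data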;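 further: 0% = DMSO alone and 100% = DMSO wells spiked with extra 5 µM PC-3 D3A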
#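 Evaluation: percent activation relative to control range; Material: Procaspase-3 D3A mutant, all three cleavage aspartates alanine; Compound: single dose, 8.5 µM nominal compound, 0.8% DMSO; Replication: one well per compound; Signal: absorbance at 405 nm, 0 and 120 min; Schedule: 1 h preincubation plus 2 h reaction at 25 °C.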
# RPL19A TOR yeast: RPL19A-GFP expression modulators in yeast, primary screen, cell-based, S. cerevisiae, multiplex flow cytometry, MLPCN | S. cerevisiae RPL19A-GFP strain, 3 h; hits give low values | percent response vs DMSO, % at 10 µM | 330,000 tested, 0.3% active | AID 2025, 2009;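 active means percent response vs DMSO below 50%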;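 further: median channel GFP fluorescence of the barcoded RPL19A-GFP strain; ratio of sample median GFP to plate DMSO average so 100% = DMSO; lower means less RPL19A-GFP as with rapamycin TOR inhibition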
# AHR act: AHR activators, primary screen, cell-based, luminescence, luciferase reporter, human | Aryl hydrocarbon receptor (Homo sapiens), P35869 | AHR-responsive luciferase reporter cells | AID 2796, 2010 | activation, % at 5 µM | 320,000 tested, 2.5% active; in the data active means activation above about 47%;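 further: 0% = vehicle wells and 100% = reference agonist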
# LAP4-GFP MLPCN: modulators of LAP4-GFP expression in yeast, primary screen, S. cerevisiae, multiplex flow cytometry, MLPCN library; 320,000 tested, 0.34% active; GFP response vs DMSO, % at 10 µM; 3 h; median GFP as percent of DMSO wells;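 active means GFP response vs DMSO above a set limit, about the screen mean plus 3 SD, cut at about 150% in these data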
# Starred values were filed as active, the others as inactive; nt = no result given.
# Screens in order – EBNA-1 inh	proCasp7 act	ZTA counter	MEP2-GFP yeast	proCasp3 act	RPL19A TOR yeast	AHR act	LAP4-GFP MLPCN
> Cc1cc(S(=O)(=O)NC2CCN(Cc3ccccc3)CC2)c(C)cc1Cl
  0	3	-8	107	6	99	1	106
> COC(=O)c1cc(NC(=O)CN2CCC(C(N)=O)(N3CCCCC3)CC2)cc(C(=O)OC)c1
  -1	-6	-10	97	13	114	2	79
> S=c1[nH]nc(-c2ccco2)n1/N=C/c1ccccn1
  -5	-7	-21	98	1	94	6	105
> COC(=O)[C@@H]1C[C@@]2(O)[C@@H](O)[C@@H](O)[C@@H](O)C[C@H]2N1Cc1ccc(Cl)cc1
  5	1	-13	110	0	95	0	134
> CCOC(=O)N1CCN(C(=O)c2ccc3c(c2)N(Cc2cccc(Cl)c2)C(=O)c2ccccc2S3=O)CC1 (stereo not given)
  -15	6	-8	106	7	107	1	105
> COc1ccc(CN2C(=O)c3ccccc3C(/C=N\OCc3ccc(C)cc3)C2=O)cc1 (stereo not given)
  -2	11	-6	102	1	101	10	116
> Cc1ccc(S(=O)(=O)N/N=C/c2cccc3c2OCCO3)cc1
  -6	1	3	104	-4	111	2	93
> O=C1SC(Cc2ccccc2)C(=O)N1c1ccccc1 (stereo not given)
  -1	-1	-14	109	-9	110	-3	101
> CN(C)C(=S)Nc1ccc([N+](=O)[O-])cc1
  4	-5	1	142	-10	108	-2	110
> Cc1ccc(C(=O)c2cc([N+](=O)[O-])ccc2N2CCCCC2)c(C)c1
  -6	-10	-9	98	1	102	12	99
> CN(C)c1ccc(C(CNS(=O)(=O)c2ccc3ccccc3c2)c2c[nH]c3ccccc23)cc1 (stereo not given)
  -1	1	-4	108	1	107	38	104
> COc1ccccc1C(=O)Nc1ccnn1C1CCN(CCC(C)c2ccc(C)o2)CC1 (stereo not given)
  8	0	-1	91	-3	106	-2	96
> Cn1cc[n+](C)c1COc1ccc(C=O)cc1
  12	5	11	103	-8	103	0	91
> CCOC(=O)c1sc(NC(=O)c2cc3n(n2)C(C(F)(F)F)CC(c2cccs2)N3)c(C(=O)OCC)c1C (stereo not given)
  -12	-1	1	104	-2	101	5	107
> COc1cccc(-c2nc3n(n2)C(c2ccccc2Cl)C(C(N)=O)=C(C)N3)c1 (stereo not given)
  3	3	6	99	-2	95	-1	98
> CN1CCN(CP(=O)(N2CCOCC2)N2CCOCC2)CC1
  -5	-2	-8	112	-6	112	1	121
> Cc1nnc(SCC(=O)NNC(=O)C(C)C)[nH]c1=O
  1	4	4	103	9	103	8	96
> COc1ccc(/C=C(/NC(=O)c2ccccc2)C(=O)NCCCn2ccnc2)cc1OC
  -6	-3	-14	100	-4	92	2	101
> CCn1c(N2CCN(C(=S)NCC(C)C)CC2)nc2ccccc21
  -5	-9	-2	99	0	97	-7	90
> CCc1ccccc1NC(=O)Cn1nnc(-c2cccs2)n1
  5	0	-1	97	9	95	2	95

# Profiles as entered above. Order of values: EBNA-1 inh	proCasp7 act	ZTA counter	MEP2-GFP yeast	proCasp3 act	RPL19A TOR yeast	AHR act	LAP4-GFP MLPCN
# Cc1ccc(S(=O)(=O)N/N=C/c2cccc3c2OCCO3)cc1 across the screens: -6	1	3	104	-4	111	2	93
# COc1cccc(-c2nc3n(n2)C(c2ccccc2Cl)C(C(N)=O)=C(C)N3)c1 (stereo not given) across the screens: 3	3	6	99	-2	95	-1	98

# The listing continues:
# Screens in order – EBNA-1 inh	proCasp7 act	ZTA counter	MEP2-GFP yeast	proCasp3 act	RPL19A TOR yeast	AHR act	LAP4-GFP MLPCN
> O=C(Nc1ccc(F)cc1F)C1CC(=O)N(Cc2ccccc2)C1 (stereo not given)
  nt	1	-1	97	-1	103	0	105
> Cn1c(=O)c(Nc2ccc(O)cc2)c2c3c(cccc31)C(=O)c1ccccc1-2
  1	-6	-5	109	-1	106	29	98
> C=C1CCC[C@]2(C)C[C@H]3OC(=O)C(CN(C)CC(OC)OC)[C@H]3CC12 (stereo not given in full)
  -8	1	1	103	5	93	0	105
> CCCCOc1ccc(C(=O)NCC(=O)N2CC=C(c3ccccc3)CC2)cc1
  7	7	-13	101	7	95	1	100
> COCCCNCCOc1ccccc1-c1ccccc1
  6	-13	1	84	-1	102	0	90
> COc1ccccc1CNC(=O)C(=O)NCC1OCCN1S(=O)(=O)c1cccs1 (stereo not given)
  1	2	12	98	7	92	7	119
> COc1ccc(S(=O)(=O)N2CCN(C)CC2)c2ccccc12
  3	7	4	103	2	98	0	106
> COC(=O)c1cc(Br)c(=O)n(CCc2ccc(O)cc2)c1
  8	8	-3	96	-9	93	-2	96
> Cc1cc(=O)n2[nH]c(CCC(=O)O)nc2n1
  -3	4	-6	97	4	98	-2	110
> Cc1cc2oc(C(=O)NCc3ccc4c(c3)OCO4)c(C)c2cc1C
  1	5	-3	96	9	104	1	99
> Cc1cc(C)nc(NC(=O)c2cc3ccccc3o2)n1
  5	9	-5	98	-2	110	30	90
> COc1cccc(C(=O)NNC(=O)C(=O)Nc2cccc3ccccc23)c1
  -11	-7	-3	101	-2	103	0	93
> CNc1cc(C(F)(F)F)nc(-c2ccccn2)n1
  -3	-7	-6	105	-1	101	-1	97
> COc1ccc(C(=O)C2CCCN(Cc3cccn3-c3cccnc3)C2)cc1OC (stereo not given)
  9	-2	-3	102	2	106	10	95
> C=C(C)C1CC=C(C)/C(=N/Nc2ccccc2[N+](=O)[O-])C1 (stereo not given)
  -3	-3	2	100	-2	99	10	96
> CCOC(=O)N1CCN(S(=O)(=O)c2cc(Br)cc3c2N(C(C)=O)C(C)C3)CC1 (stereo not given)
  -5	6	4	99	7	101	2	98
> Cc1ccc(NC(=O)CS(=O)(=O)c2cn(CC(=O)N3CCOCC3)c3ccccc23)cc1
  6	3	-27	93	7	95	1	90
> CCOC(=O)c1ccc(-c2ccc(/C=N/NC(=O)CN(c3ccccc3Cl)S(C)(=O)=O)o2)cc1
  -6	8	1	83	0	94	8	85
> Cc1cccc(-c2noc(CNS(=O)(=O)c3ccccc3)n2)c1
  -6	2	0	99	-8	109	1	93
> CC(C)CN(C(=O)COc1ccc(C(C)(C)C)cc1)C1CCS(=O)(=O)C1 (stereo not given)
  0	7	-9	105	12	105	0	104

# 3 compounds already listed, sorted by molar mass, descending.
# Screens in order – EBNA-1 inh	proCasp7 act	ZTA counter	MEP2-GFP yeast	proCasp3 act	RPL19A TOR yeast	AHR act	LAP4-GFP MLPCN
> COc1ccccc1CNC(=O)C(=O)NCC1OCCN1S(=O)(=O)c1cccs1 (stereo not given)
  1	2	12	98	7	92	7	119
> COc1cccc(C(=O)NNC(=O)C(=O)Nc2cccc3ccccc23)c1
  -11	-7	-3	101	-2	103	0	93
> Cc1cc(C)nc(NC(=O)c2cc3ccccc3o2)n1
  5	9	-5	98	-2	110	30	90

# (list continues)
# Screens in order – EBNA-1 inh	proCasp7 act	ZTA counter	MEP2-GFP yeast	proCasp3 act	RPL19A TOR yeast	AHR act	LAP4-GFP MLPCN
> CCCCCC(=O)Nc1ccc(S(=O)(=O)NC2=NCCCCC2)cc1
  nt	5	-1	91	4	92	1	91
> NC(=O)C1=C[C@H](c2ccc(C(F)(F)F)cc2)C[C@H](OCCCCO)O1
  2	4	8	82	2	102	1	97
> CCCCCCCC(=O)NN1CCOCC1
  -6	3	2	102	-13	nt	11	96
> Cc1ccc(NC(=O)CSCC(=O)Nc2cc(Cl)ccc2N2CCOCC2)cc1
  -2	4	13	92	2	96	3	99
> CCOC(=O)C(C)Sc1cc(CS(=O)(=O)c2ccccc2)nc(-c2ccccc2)n1 (stereo not given)
  -10	-4	4	99	-1	97	-2	90
> Cc1ccc(C(=O)N2CCN(c3ccc(NC(=O)Cc4ccccc4)cc3)CC2)cc1
  -7	6	-4	97	-11	100	3	87
> CCn1c(Cc2ccccc2)nnc1SCc1ccc([N+](=O)[O-])cc1
  -14	-2	4	111	2	106	-6	88
> OCCN1CCN(c2ncnc3sc(-c4ccccc4)cc23)CC1
  4	7	-3	98	-3	96	27	101
> Nc1c(S(=O)(=O)c2cccs2)c2nc3ccccc3nc2n1Cc1cccs1
  1	78*	-15	104	82*	98	0	104
> O=C1c2ccccc2-c2cccnc21
  -7	-10	-10	95	-1	93	7	112
> Cc1ccc(CSCC(Nc2ccc(C(=O)O)cc2[N+](=O)[O-])C(=O)O)cc1 (stereo not given)
  -3	11	2	97	-2	97	-1	92
> CC(C)N(C(=O)Cn1c(=O)oc2ccccc21)c1ccccc1
  0	-3	5	94	-1	99	1	100
> O=C(O)c1cccc(NC(=O)C2CC(=O)N(Cc3ccccc3)C2)c1 (stereo not given)
  6	6	20	98	4	96	1	99
> Cc1noc(C)c1C(=O)Nc1ccc(F)cc1F
  8	8	-10	97	-12	96	-5	88
> CCOC(=O)c1cc(NC(=O)c2cccs2)ccc1N1CCOCC1
  -10	4	9	96	2	102	7	103
> Cc1ccc(C)c(NC(=O)Cn2c([N+](=O)[O-])cnc2C)c1
  4	4	5	103	0	98	-3	91
> Cc1cc(NS(=O)(=O)c2ccc(C3CCCCC3)cc2)no1
  -11	-2	12	90	4	93	-1	140
> CCOc1cc(C#N)c(NC(=O)c2cccnc2Cl)cc1OCC
  8	17	7	106	11	100	2	101
> C1=C(c2ccccc2)Nc2ncnn2C1c1ccccc1 (stereo not given)
  -9	1	-7	96	8	93	7	102
> O=C1c2cccnc2C(=O)N1c1cccc(-c2nc3ccccc3o2)c1
  -3	13	-36	102	-6	nt	34	97
> COCCN(C(=O)COC(=O)/C=C/c1cccs1)c1c(N)n(Cc2ccccc2)c(=O)[nH]c1=O
  -9	-8	3	112	-1	102	0	104
> NC(=O)c1ccc(NC(=O)CCNC(=O)c2ccco2)cc1
  -8	6	-6	96	8	98	0	91

# An excerpt from above, showing only proCasp3 act.
mol	proCasp3 act
COC(=O)[C@@H]1C[C@@]2(O)[C@@H](O)[C@@H](O)[C@@H](O)C[C@H]2N1Cc1ccc(Cl)cc1	0
CCOC(=O)N1CCN(C(=O)c2ccc3c(c2)N(Cc2cccc(Cl)c2)C(=O)c2ccccc2S3=O)CC1 (stereo not given)	7
COc1ccc(CN2C(=O)c3ccccc3C(/C=N\OCc3ccc(C)cc3)C2=O)cc1 (stereo not given)	1
Cc1ccc(S(=O)(=O)N/N=C/c2cccc3c2OCCO3)cc1	-4

# 3 records drawn at random from those above:
# Screens in order – EBNA-1 inh	proCasp7 act	ZTA counter	MEP2-GFP yeast	proCasp3 act	RPL19A TOR yeast	AHR act	LAP4-GFP MLPCN
> Cc1ccc(C)c(NC(=O)Cn2c([N+](=O)[O-])cnc2C)c1
  4	4	5	103	0	98	-3	91
> NC(=O)C1=C[C@H](c2ccc(C(F)(F)F)cc2)C[C@H](OCCCCO)O1
  2	4	8	82	2	102	1	97
> Cc1ccc(CSCC(Nc2ccc(C(=O)O)cc2[N+](=O)[O-])C(=O)O)cc1 (stereo not given)
  -3	11	2	97	-2	97	-1	92
